Bioassay records deposited in PubChem BioAssay by several laboratories.
Fluor 339 460: intrinsic fluorescence of library compounds, ex339/em460 – biochemical, MLSMR library, data from DPM-DC assay, artefact control, profiling panel; compound autofluorescence, ex339/em460 nm, NADH buffer; hits give high values; 1 = no-compound wells, NADH background; fluorescence fold increase at 10 µM; 65,000 compounds, 5.5% hits; AID 709, 2007;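 active = at 10 µM, mean starting fluorescence two-fold or more over control wells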;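 also: signal is the first read of a kinetic run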
M1 antagonist: antagonists of rat M1 muscarinic receptor; Muscarinic acetylcholine receptor M1 (Rattus norvegicus), P08482; CHO-M1 cells, Fluo-4 calcium, ACh EC80 antagonist mode; hits give low values; AID 628, 2007; B-score at 10 µM; 64,000 compounds, 3.4% hits;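 active = calcium fluorescence response, raw or row-and-column corrected B-score, differing from the plate sample mean either way at a set confidence level, mostly lower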
Target sequence (P08482 whole entry, looked up): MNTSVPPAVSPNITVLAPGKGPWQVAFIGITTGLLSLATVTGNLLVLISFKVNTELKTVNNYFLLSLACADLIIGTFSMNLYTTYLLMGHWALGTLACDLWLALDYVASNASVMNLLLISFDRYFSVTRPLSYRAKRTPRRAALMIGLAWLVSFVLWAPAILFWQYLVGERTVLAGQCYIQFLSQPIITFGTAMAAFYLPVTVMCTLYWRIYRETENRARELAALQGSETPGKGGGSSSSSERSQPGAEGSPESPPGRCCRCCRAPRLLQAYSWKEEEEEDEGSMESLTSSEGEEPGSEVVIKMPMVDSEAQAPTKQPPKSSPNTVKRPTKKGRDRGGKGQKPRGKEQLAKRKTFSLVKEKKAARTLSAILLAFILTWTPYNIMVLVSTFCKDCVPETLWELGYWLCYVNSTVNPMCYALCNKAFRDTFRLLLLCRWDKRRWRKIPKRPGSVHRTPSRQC
Hsp90 inh: tumor Hsp90 inhibitors, primary screen, cell lysate, fluorescence polarization, NCI-N417 lysate | 64,000 compounds, 0.35% hits | Cy3B-geldanamycin FP displacement | Heat shock protein HSP 90-alpha (Homo sapiens), P07900 | inhibition, % at 30 µM;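 active = inhibition above 50%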;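 also: 0% = tracer plus lysate wells and 100% = tracer alone without lysate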
HER2 expr 66K: inhibitors of Her2 protein expression, primary screen, SKBR-3 cells, AlphaScreen, 66K library; Receptor tyrosine-protein kinase erbB-2 (Homo sapiens), P04626; SKBR-3 HER2 protein level, 18-24 h; hits give low values; HER2 level % of control, % at 10 µM; 65,000 compounds, 0.69% hits;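 active = HER2 level under 5% of the carrier-only control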;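 also: 100% = DMSO carrier and 0% = 500 nM PU-H71 HSP90 inhibitor; lower value means stronger loss of Her2 protein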
Ec RNAP inh: E. coli RNAP inhibitors, biochemical; inhibition, %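 (tested at 10 µM)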; 62,000 compounds, 0.2% hits; E. coli RNA polymerase, fluorescence transcription assay; DNA-directed RNA polymerase subunit beta (Escherichia coli (strain K12)), P0A8V2; in the data active = inhibition above about 20%;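 also: 0% = enzyme without compound and 100% = no enzyme blank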
NADH coupling: inhibitors of PK/LDH coupling enzymes, profiling panel, artefact control, biochemical, MLSMR library; coupled PK/LDH NADH assays, four targets; IC50, µM (titrated, usually from 10 µM), for inactives: top-dose inhibition; 65,000 compounds, 0.02% hits; AID 774, 2007;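 active = single-dose screening hits from any of four coupled enzyme assays that gave an IC50 when retested across doses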;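 also: the DPM-DC format reads NADH fluorescence rather than 340 nm absorbance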
M1 agonist: M1 muscarinic receptor agonists, primary screen, CHO-M1 cells, Fluo-4 calcium, agonist mode | Muscarinic acetylcholine receptor M1 | Fluo-4 calcium fluorescence; hits give high values | B-score at 10 µM | 64,000 compounds, 3% hits | AID 626, 2007;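 active = fluorescence rise, raw or as B-score row- and column-corrected plate score, outside the 99.7% band of its plate's samples, either direction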
D1 allo mod: D1 CRE-luciferase signal change, two-sided – cell-based, HEK293 D1, dopamine EC30, D1 allosteric modulator project, primary screen; D(1A) dopamine receptor (Homo sapiens), P21728; B-score at 10 µM; dopamine EC30 potentiation; actives deviate in either direction; AID 641, 2007; 58,000 compounds, 5.9% hits;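 active = luminescence count or its row- and column-corrected plate score outside the 99.7% band of the plate's sample wells, on either side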
Target sequence (P21728 whole entry, looked up): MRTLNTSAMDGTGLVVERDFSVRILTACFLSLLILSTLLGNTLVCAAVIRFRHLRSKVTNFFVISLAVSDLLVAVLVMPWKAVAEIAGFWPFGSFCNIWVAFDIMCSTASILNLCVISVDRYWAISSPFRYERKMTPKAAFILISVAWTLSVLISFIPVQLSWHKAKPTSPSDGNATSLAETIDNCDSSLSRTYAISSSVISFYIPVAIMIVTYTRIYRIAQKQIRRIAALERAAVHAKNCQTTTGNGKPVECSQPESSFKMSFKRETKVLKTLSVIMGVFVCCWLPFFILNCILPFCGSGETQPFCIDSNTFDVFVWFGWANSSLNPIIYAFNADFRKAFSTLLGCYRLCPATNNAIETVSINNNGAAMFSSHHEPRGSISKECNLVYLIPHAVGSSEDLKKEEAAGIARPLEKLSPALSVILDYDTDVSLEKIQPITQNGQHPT
HTR1A agonist: human 5-HT1a receptor agonists, primary screen, cell-based, CHO, Ga15 NFAT-bla reporter | 5-hydroxytryptamine receptor 1A (Homo sapiens), P08908 | CHO 5-HT1a Ga15 NFAT-bla reporter, FRET ratio; 0% basal, 100% maximal reference agonist | activation, % at 10 µM | 65,000 compounds, 0.56% hits;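 active = activation above the screen-wide mean activation plus 3 SD, cut at about 19% in these data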;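 also: 0% = DMSO wells and 100% = 5-CT at EC100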
* hit, by the source's call; nt = not tested or not shown; [ ] = dose if it differs, or a comment. Compounds as they come; 16% or so of the library scored in one or more.

SMILES | Fluor 339 460 | M1 antagonist | Hsp90 inh | HER2 expr 66K | Ec RNAP inh | NADH coupling | M1 agonist | D1 allo mod | HTR1A agonist
COc1ccc(Cn2nnnc2CN(Cc2cc3cc(C)ccc3[nH]c2=O)C2CCCC2)cc1 | 1.2 | nt | -3 | 69 | -2 | 5% | nt | nt | -1.9
CCCN1CCC(N2CCN(c3ccccc3OC)CC2)CC1 | 1.1 | nt | -4 | 98 | nt | 3% | nt | 0.87 | -0.5
O=C(CSCc1ccccc1)Nc1nccs1 | 1.1 | -0.15 | -2 | 115 | 7 | 0% | -0.21 | 0.56 | -3.2
CCN(CCCNC(=O)Cn1cc2c(n1)CCCC2)c1cccc(C)c1 | 1.1 | 0.039 | -5 | 108 | 1 | 3% | 0.35 | nt | 0.5
CCOc1ccc(C(=O)N2CCC(C(=O)c3ccc4c(c3)OCCO4)CC2)cc1 | 1.1 | 0.36 | -7 | 79 | 10 | 3% | 0.033 | -0.081 | -1.1
COc1ccc(-n2nnc3c(=O)n(Cc4ccccc4C)cnc32)cc1 | 1.1 | -0.97 | -2 | 122 | -4 | 3% | 0.09 | 0.99 | -0.2
Cn1c(=O)[nH]c(=O)c2c1nc(CN1CCN(c3ccccc3F)CC1)n2CC(N)=O | 1.1 | 0.88 | -3 | 108 | 1 | 1% | 0.85 | -0.002 | -1.2
O=C(Nc1ccccn1)NC12CC3CC(CC(C3)C1)C2 | 1.1 | 0.54 | -10 | 97 | nt | 6% | 0.064 | 0.33 | -0.4
CC1=CC(C)(C)N(C(=O)CN2C(=O)c3ccccc3C2=O)c2ccccc21 | 1.1 | 0.41 | -2 | 105 | 3 | 5% | -0.23 | 0.62 | 0.5
Cc1ccc(S(=O)(=O)N2CCC(C(=O)N3CCC[C@H]3C(=O)NC3CCS(=O)(=O)C3)CC2)cc1 (some centres undefined) | 1.1 | -0.037 | -2 | 68 | 0 | 5% | -1.2 | 0.14 | 0.7
C/C(Cl)=C\CSc1nnc2n(N)c(=O)c3ccccc3n12 | 1.1 | 0.023 | -2 | 115 | 6 | 4% | -0.24 | -0.14 | -3.1
O=C(CN(C1CC1)S(=O)(=O)c1ccc(S(=O)(=O)NC2CCCCC2)cc1)Nc1ccccc1 | 1.1 | -0.48 | -5 | 83 | 9 | 8% | -0.71 | -1.4 | -2.4
O=C(Nc1ccc(CN2CCCCC2)cc1)c1ccc(Br)o1 | 1.1 | -0.45 | -7 | 95 | 1 | 6% | -1.4 | -0.55 | -1.1
CC(C)(C)OC(=O)N1CCOCCOCCN(C(=O)OC(C)(C)C)CCOCC1 | 1.1 | -0.024 | -8 | 116 | 3 | 7% | -0.17 | -0.018 | -3.2
COc1cccc(OCC(O)CN2CCN(CCO)CC2)c1 (centres undefined) | 1 | -0.23 | 1 | 132 | 4 | 2% | -0.011 | 0.0072 | 1.0
CC1(C)CC(=O)N(CC(=O)NCc2ccc(F)cc2)c2ccccc2S1(=O)=O | 1.1 | 0.52 | 0 | 81 | 1 | 3% | -0.36 | 1 | -4.7
C=CCc1ccc(OCC(O)COCC)c(OC)c1 (centres undefined) | 1.1 | 0.013 | 2 | 122 | -5 | 3% | 1.4 | 0.36 | -3.1
CCOCC(=O)Nc1nnc(SCCOC)s1 | 1.1 | -1.2 | -4 | 97 | 8 | 10% | -0.0048 | -0.023 | 1.3
CNC(=O)c1ccc(OCc2ccccc2)c(OC)c1 | 1.1 | -0.31 | -13 | 87 | 7 | 3% | 0.012 | -0.89 | 1.7
CCC(=O)N1CCc2cc(S(=O)(=O)NCCC(=O)N3CCN(Cc4ccccc4)CC3)ccc21 | 1 | -0.25 | -6 | 97 | 0 | 6% | 0.98 | 1.9 | -1.0
CC(C)CN1C(=O)NC(NC(=O)c2cccnc2)(C(F)(F)F)C1=O (centres undefined) | 1.1 | 0.098 | 0 | 112 | -2 | 4% | 1.1 | -0.28 | 1.4
COc1ccc(OC)c(C2NC(=O)NC(C)=C2C(=O)Nc2ccc(C)cc2C)c1 (centres undefined) | 1.1 | 0.25 | -4 | 104 | -3 | 3% | 0.38 | -0.37 | -5.7
Nc1ccc(C(=O)OCCCc2nc3ccccc3[nH]2)cc1 | 1 | 0.86* | -3 | 84 | 3 | 4% | 0.32 | -0.67 | -2.9
CCc1ccc(C(=O)CSC2=C(C#N)C(c3ccco3)C(C(C)=O)=C(C)N2)cc1 (centres undefined) | 1.2 | -0.33 | -6 | 78 | 9 | 4% | 0.2 | -2.4 | -0.8
CCOc1ccccc1NC(=O)CSc1nnc(-c2cnccn2)n1CC | 1.1 | -0.0026 | -10 | 161 | 10 | 2% | -0.24 | nt | -0.7
CCOc1ccc(C2=Nn3cnnc3SC2)cc1 | 1.1 | 0.068 | -5 | 107 | 4 | 2% | 1 | 0.0035 | -0.8
Nc1nnc(CCc2ccccc2)s1 | 0.97 | -0.65 | -4 | 99 | 10 | 7% | 0.35 | -1.1 | 0.5
Clc1cccc(-c2nn3c(-c4cccc(Cl)c4)nnc3s2)c1 | 1.1 | -0.9 | -3 | 83 | 7 | 1% | -0.22 | nt | 0.0
Nc1nc2ccc(Oc3ccccc3)cc2s1 | 1.2 | -0.026 | 1 | 131 | nt | 4% | 2.1 | -4.5* | -1.8
CCOC(=O)CCCCC(=O)c1[nH]c(=O)[nH]c1Cn1cnc2ccccc21 | 1.1 | -0.044 | -6 | 107 | 7 | 6% | 0.95 | 0.78 | -1.1
COCCn1c(SC)nnc1-c1c[nH]c2ccccc12 | 1.1 | 0.027 | -1 | 72 | 3 | 1% | 0.32 | 2.8 | -4.0
Cc1cc(C(=O)CC#N)c(C)n1-c1ccc(OC(F)F)cc1 | 1.1 | -0.55 | -5 | 82 | -5 | 3% | -0.47 | nt | -1.0
COC(=O)c1[nH]c2ccc(F)cc2c1NS(=O)(=O)c1ccc(OC)cc1OC | 1.1 | 0.31 | -10 | 86 | 9 | 3% | 0.011 | 0.049 | -0.6
Nc1nc(SCC(=O)N2CCCc3ccccc32)[nH]c(=O)c1-c1ccccc1 | 1.1 | 0.71 | -4 | 110 | 5 | 6% | 0.58 | 0.44 | 0.5
O=C(c1ccc(CNc2c(N3CCOCC3)c(=O)c2=O)cc1)N1CC=C(c2ccccc2)CC1 | 1.1 | 0.9 | -3 | 99 | 9 | 6% | 1.4 | nt | -4.0
CC(=O)c1ccc(OCC(O)CN2CCCC(C)C2)cc1 (centres undefined) | 1 | -0.55 | -5 | 103 | 6 | 12% | -0.19 | -0.21 | -1.1
O=C(O)c1ccc(Cl)c(NC(=O)C2CCCN2S(=O)(=O)c2cccc3nsnc23)c1 (centres undefined) | 1.1 | 0.089 | -4 | 62 | nt | 6% | -0.35 | -0.73 | -1.1
COCc1nnc(NC(=O)c2cc(Cl)ccc2OC)s1 | 1.1 | 0.51 | -4 | 86 | 3 | 0% | -0.78 | 0.22 | -0.9
Cc1oc(C(=O)O)cc1COc1ccc2c3c(c(=O)oc2c1C)CCCC3 | 2.2* | 0.39 | -3 | 86 | 6 | 11%[fluoresces] | 1.9 | -0.061 | -2.1
Cc1nc(NC(=O)c2ccccc2)sc1-c1csc(NCc2ccco2)n1 | 1.4 | 0.36 | -5 | 79 | 2 | 3% | -0.65 | -0.048 | -3.2
COC(=O)COc1ccc(S(=O)(=O)Nc2ccc(NC(C)=O)cc2)cc1C | 1.1 | -3.1* | 2 | 110 | 8 | 0% | 0.46 | -0.006 | 0.5
Cn1cnnc1SCC(=O)Nc1sc2c(c1C(N)=O)CCC2 | 1.1 | -0.074 | -15 | 76 | -7 | 4% | -0.13 | -0.37 | 1.4
O=C1c2ccccc2-c2ncnc3c(N4CCOCC4)cc(N4CCOCC4)c1c23 | 1 | 0.93 | 1 | 110 | 5 | 8% | 2.4* | nt | 1.0
CCOc1ccccc1OCC(=O)Nc1ccc(S(=O)(=O)Nc2ncccn2)cc1 | 1 | 0.11 | -1 | 85 | nt | 5% | -0.029 | 0.88 | 1.2
CC(C)NC(=O)CN1CCC(O)(c2ccccc2)CC1 | 1.1 | 0.016 | -1 | 118 | 0 | 1% | 0.84 | -0.39 | 1.7
CCOc1cc(S(=O)(=O)Nc2ccccn2)ccc1F | 1.2 | -0.037 | 0 | 94 | 5 | 4% | 0.12 | 0.28 | 0.2
CCn1ncc(Br)c1C(=O)Nc1sc2c(c1C(N)=O)CCC2 | 1.2 | 0.45 | -20 | 127 | 9 | 1% | -0.39 | 2.6 | 1.9
CCS(=O)(=O)Nc1c(C(=O)O)[nH]c2ccccc12 | 1.7 | nt | -4 | 109 | 6 | 3% | nt | -0.0055 | -0.4
CN1C(=S)SC(C)(C)C1NO (centres undefined) | 1.1 | -0.52 | -1 | 84 | 2 | 8% | 0.0059 | -1.1 | -3.2
Cc1ccc2c(c1)N(CC(=O)c1cccc(Cl)c1)C(=O)C(C)O2 (centres undefined) | 1 | -0.19 | -7 | 88 | 7 | 4% | -0.038 | -0.54 | -0.5
CCc1nc(SCC(=O)Nc2cc(C)on2)c2c(C)c(C)sc2n1 | 1 | 0.03 | -6 | 100 | 8 | 7% | -0.2 | 0.72 | 1.7
Cc1ccccc1CCNC(=O)C1CCN(S(=O)(=O)c2ccc(-n3cnnn3)cc2)CC1 | 1.1 | -0.013 | -2 | 97 | 8 | 3% | -0.67 | -0.19 | -1.4
COc1ccc(-n2nnc3c(=O)n(CC(=O)N4CCCc5ccccc54)cnc32)cc1 | 1.1 | -0.12 | -3 | 101 | 1 | 3% | 1.2 | nt | 0.9
O=C(OCC(=O)N1CCN(C(=O)COC(=O)c2ccncc2)CC1)c1ccncc1 | 1.2 | -1.1 | -4 | 98 | 1 | 2% | -1.5 | -0.071 | -2.1
CCOC(=O)N1CCN(c2nnnn2-c2ccccc2)CC1 | 1.1 | 0.12 | -3 | -26* | -12 | 10% | -0.1 | 0.58 | -0.6

Part of the list above in order of length of the SMILES, falling:
SMILES | Fluor 339 460 | M1 antagonist | Hsp90 inh | HER2 expr 66K | Ec RNAP inh | NADH coupling | M1 agonist | D1 allo mod | HTR1A agonist
COc1ccc(-n2nnc3c(=O)n(CC(=O)N4CCCc5ccccc54)cnc32)cc1 | 1.1 | -0.12 | -3 | 101 | 1 | 3% | 1.2 | nt | 0.9
Cc1ccc2c(c1)N(CC(=O)c1cccc(Cl)c1)C(=O)C(C)O2 (centres undefined) | 1 | -0.19 | -7 | 88 | 7 | 4% | -0.038 | -0.54 | -0.5
CCc1nc(SCC(=O)Nc2cc(C)on2)c2c(C)c(C)sc2n1 | 1 | 0.03 | -6 | 100 | 8 | 7% | -0.2 | 0.72 | 1.7
CCOC(=O)N1CCN(c2nnnn2-c2ccccc2)CC1 | 1.1 | 0.12 | -3 | -26* | -12 | 10% | -0.1 | 0.58 | -0.6
CCOc1cc(S(=O)(=O)Nc2ccccn2)ccc1F | 1.2 | -0.037 | 0 | 94 | 5 | 4% | 0.12 | 0.28 | 0.2
CN1C(=S)SC(C)(C)C1NO (centres undefined) | 1.1 | -0.52 | -1 | 84 | 2 | 8% | 0.0059 | -1.1 | -3.2
